NPY-Y1 PAM-ag – NPY-Y1 receptor potentiators or agonists, primary screen, cell-based; Neuropeptide Y receptor type 1 (Homo sapiens), P25929; NPY-Y1 expressing cells, potentiator/agonist activation; activation, % at 3.6 µM; AID 1304, 2008; 0.37% of 220,000 active; in the data active means activation above about 33%, passing the limit was not always enough;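 further: cells stimulated with NPY at EC10 then isoproterenol at EC100; 0% = low agonist plus stimulus and 100% = saturating agonist plus stimulus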
Target sequence (P25929 whole entry, looked up): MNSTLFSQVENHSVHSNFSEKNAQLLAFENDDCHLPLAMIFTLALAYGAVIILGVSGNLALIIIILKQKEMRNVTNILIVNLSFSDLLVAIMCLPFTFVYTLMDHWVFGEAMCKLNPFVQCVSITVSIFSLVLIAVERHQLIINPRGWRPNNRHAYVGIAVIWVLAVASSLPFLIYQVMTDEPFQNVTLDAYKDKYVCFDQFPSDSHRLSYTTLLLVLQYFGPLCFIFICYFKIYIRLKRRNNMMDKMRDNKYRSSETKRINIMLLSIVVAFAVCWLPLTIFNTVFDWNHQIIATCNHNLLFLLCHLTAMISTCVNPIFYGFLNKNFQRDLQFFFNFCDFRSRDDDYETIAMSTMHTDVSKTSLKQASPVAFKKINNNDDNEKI
BaF3 parental – parental Ba/F3 cell viability inhibition, counter-screen for JAK2V617F inhibitor project, murine pro-B, CellTiter-Glo luminescence; CellTiter-Glo ATP luminescence; inhibition, % at 5.6 µM; 1.1% of 220,000 active;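 active means inhibition above a per-campaign cutoff, the mean inhibition of all tested compounds plus 3 SD, cut at about 27% in these data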;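 further: 0% = DMSO wells and 100% = JAK Inhibitor I control wells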
p47phox inh – p47phox/p22phox peptide binding inhibitors, primary screen, biochemical, uHTS, NADPH oxidase regulatory subunit; Neutrophil cytosol factor 1 (Homo sapiens), P14598; fluorescence polarization, 2 h; inhibition, % at 24.7 µM; 0.53% of 220,000 active;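 active means inhibition above about 30%, limit read from the data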;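 further: 0% = p47phox with labelled peptide and 100% = labelled peptide alone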
Target sequence (P14598 whole entry, looked up): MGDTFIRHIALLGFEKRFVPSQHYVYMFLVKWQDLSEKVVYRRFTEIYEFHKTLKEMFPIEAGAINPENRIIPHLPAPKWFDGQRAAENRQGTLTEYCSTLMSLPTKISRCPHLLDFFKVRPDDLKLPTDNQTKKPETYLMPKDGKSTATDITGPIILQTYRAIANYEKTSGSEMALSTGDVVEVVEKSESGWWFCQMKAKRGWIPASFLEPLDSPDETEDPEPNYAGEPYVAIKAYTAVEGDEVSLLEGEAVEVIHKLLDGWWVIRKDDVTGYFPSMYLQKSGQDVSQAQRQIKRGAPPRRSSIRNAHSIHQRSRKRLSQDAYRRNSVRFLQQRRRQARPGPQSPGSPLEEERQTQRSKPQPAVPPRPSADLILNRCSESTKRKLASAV
CHOP inh – inhibitors of CHOP promoter induction, primary screen, cell-based, unfolded protein response, luciferase reporter | 3.8% of 220,000 active | CHO-K1 CHOP-promoter luciferase, tunicamycin-induced, 15-18 h | inhibition, % at 10 µM;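 active means compounds that reduced the stress-induced luciferase reporter signal by more than about 70% of percent inhibition, limit read from the data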;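 further: 0% = tunicamycin plus vehicle and 100% = wells without tunicamycin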
S1P4 antagonist – S1P4 receptor antagonists, primary screen, cell-based. Sphingosine 1-phosphate receptor 4 (Homo sapiens), O95977. S1P4-expressing cells, antagonist mode, reporter read-out. inhibition, % at 4.98 µM. 0.26% of 220,000 active. AID 1510, 2009; in the data active means inhibition above about 29%;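 further: 0% = wells stimulated with agonist and 100% = vehicle wells without agonist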
NPY-Y1 antag – NPY-Y1 receptor antagonists, primary screen, cell-based. HEK293-CNG Y1 cells, membrane potential fluorescence; NPY at EC95, then isoproterenol. inhibition, % at 3.6 µM. 1% of 200,000 active. AID 1040, 2008;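 active means inhibition above the campaign mean inhibition of all tested compounds plus 3 SD, cut at about 20% in these data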;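 further: 0% = DMSO wells given NPY plus isoproterenol and 100% = isoproterenol alone without NPY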
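Material: Y1- and CNG-channel-expressing HEK293 cells / Probe or stimulus: NPY 25 nM then isoproterenol 1 µM plus Ro 20-1724 25 µM / Doses: 3.6 µM single dose, DMSO 0.4% / Schedule: compound incubation 1 h at room temperature, readout 45 min post-stimulation / Signal: membrane potential fluorescence / Benchmarks: isoproterenol-only wells as full block versus NPY-plus-isoproterenol wells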
NPY2 pot ag – NPY-Y2 potentiators or agonists, primary screen, cell-based; Neuropeptide Y receptor type 2 (Homo sapiens), P49146; cells expressing NPY-Y2, potentiator/agonist read-out; activation, % at 3.6 µM; 0.45% of 220,000 active; AID 1359, 2008; in the data active means activation above about 27%;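 further: cells stimulated with NPY near EC25 plus isoproterenol at EC100; 0% = vehicle plus submaximal agonist and 100% = vehicle plus saturating agonist; some results beyond the cut were filed as inactive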
S1P4 ag – S1P4 receptor agonists, primary screen, cell-based; AID 1509, 2009; Sphingosine 1-phosphate receptor 4 (Homo sapiens), O95977; S1P4-expressing cell line, agonist reporter assay; activation, % at 4.98 µM; 0.35% of 220,000 active; in the data active means activation above about 11%;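 further: 0% = DMSO vehicle and 100% = reference agonist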
Ba/F3 V617F tox – reduced viability of JAK2V617F-dependent Ba/F3 cells, primary screen, JAK2V617F inhibitor project, cell-based, Ba/F3 EpoR-JAK2V617F, luminescence; ATP luminescence; inhibition, % at 5.6 µM; 1.1% of 220,000 active; AID 1446, 2008;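 active means inhibition above the campaign mean plus 3 SD over all tested compounds, cut at about 24% in these data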;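 further: cytokine-independent growth of Ba/F3 cells driven by EpoR plus mutant JAK2; 0% = DMSO-treated cells and 100% = JAK inhibitor I control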
Active calls of the source: *. No enrichment for hits; about 7.1% have a hit in one of these screens.

The first 3 compounds (preview)
`CCCCCN(C(=O)CN1CCC(Cc2ccccc2)CC1)c1c(N)n(CCCC)c(=O)[nH]c1=O` gave NPY-Y1 PAM-ag -7, BaF3 parental 6, p47phox inh -2, CHOP inh 4, S1P4 antagonist -4, NPY-Y1 antag 4, NPY2 pot ag -9, S1P4 ag 0.9 and Ba/F3 V617F tox 2.
For O=C(CSc1ccc2nnc(-c3cccc(F)c3)n2n1)NCc1ccco1 the results were NPY-Y1 PAM-ag 1, BaF3 parental 2, p47phox inh -8, CHOP inh 26, S1P4 antagonist -5, NPY-Y1 antag 1, NPY2 pot ag -13, S1P4 ag 0.8 and Ba/F3 V617F tox -2.
For c1ccc2c(c1)CCCN2c1nc2ccccc2n2cnnc12 the results were NPY-Y1 PAM-ag -4, BaF3 parental 1, p47phox inh 0, CHOP inh 4, S1P4 antagonist -12, NPY-Y1 antag -6, NPY2 pot ag 6, S1P4 ag 2.2 and Ba/F3 V617F tox -4.

The list itself, previewed entries included:
`CCCCCN(C(=O)CN1CCC(Cc2ccccc2)CC1)c1c(N)n(CCCC)c(=O)[nH]c1=O` gave NPY-Y1 PAM-ag -7, BaF3 parental 6, p47phox inh -2, CHOP inh 4, S1P4 antagonist -4, NPY-Y1 antag 4, NPY2 pot ag -9, S1P4 ag 0.9 and Ba/F3 V617F tox 2.
For O=C(CSc1ccc2nnc(-c3cccc(F)c3)n2n1)NCc1ccco1 the results were NPY-Y1 PAM-ag 1, BaF3 parental 2, p47phox inh -8, CHOP inh 26, S1P4 antagonist -5, NPY-Y1 antag 1, NPY2 pot ag -13, S1P4 ag 0.8 and Ba/F3 V617F tox -2.
For c1ccc2c(c1)CCCN2c1nc2ccccc2n2cnnc12 the results were NPY-Y1 PAM-ag -4, BaF3 parental 1, p47phox inh 0, CHOP inh 4, S1P4 antagonist -12, NPY-Y1 antag -6, NPY2 pot ag 6, S1P4 ag 2.2 and Ba/F3 V617F tox -4.
Screening CC1CCC(NC(=O)C2CC(=O)N(c3ccc4c(c3)OCCO4)C2)CC1 (centres undefined) returned NPY-Y1 PAM-ag -3, BaF3 parental 3, p47phox inh -5, CHOP inh 0, S1P4 antagonist -17, NPY-Y1 antag 4, NPY2 pot ag -3, S1P4 ag 1.2 and Ba/F3 V617F tox 0.
Screening O=C(NNc1nc2cc3c(cc2s1)OCCO3)c1ccccc1 returned NPY-Y1 PAM-ag 8, BaF3 parental 10, p47phox inh -5, CHOP inh -4, S1P4 antagonist -12, NPY-Y1 antag -4, NPY2 pot ag -4, S1P4 ag 1.2 and Ba/F3 V617F tox 3.
CCC(C)N1CCCC1C(=O)Nc1c(C)cc(C)cc1C (centres undefined) was read as NPY-Y1 PAM-ag -3, BaF3 parental 4, p47phox inh 1, CHOP inh -10, S1P4 antagonist -14, NPY-Y1 antag 4, NPY2 pot ag 9, S1P4 ag -1.6 and Ba/F3 V617F tox -1.
`COc1ccc(CNC(=O)c2ccc(SC)cc2OC)cc1` gave NPY-Y1 PAM-ag -35, BaF3 parental 4, p47phox inh -6, CHOP inh 6, S1P4 antagonist -6, NPY-Y1 antag -2, NPY2 pot ag 3, S1P4 ag -0.4 and Ba/F3 V617F tox 3.
O=C(O)CC(NC(=O)C1c2ccccc2Oc2ccccc21)c1ccc(Cl)cc1 (centres undefined) was read as NPY-Y1 PAM-ag 12, BaF3 parental 4, p47phox inh -42, CHOP inh -12, S1P4 antagonist -8, NPY-Y1 antag 9, NPY2 pot ag 10, S1P4 ag -1.3 and Ba/F3 V617F tox 0.
For Cc1nn(C)cc1/C=C/C(=O)c1cccs1 the results were NPY-Y1 PAM-ag 7, BaF3 parental 2, p47phox inh -7, CHOP inh -21, S1P4 antagonist -11, NPY-Y1 antag 1, NPY2 pot ag -6, S1P4 ag 0.4 and Ba/F3 V617F tox 0.
`Cc1cc(=O)oc2cc(OCC(=O)NCCCN3CCOCC3)ccc12` gave NPY-Y1 PAM-ag -12, BaF3 parental 0, p47phox inh -5, CHOP inh 100*, S1P4 antagonist 2, NPY-Y1 antag 0, NPY2 pot ag 1, S1P4 ag 2.6 and Ba/F3 V617F tox -4.
For COc1cccc(C(=O)NCCN2CCOCC2)c1 the results were NPY-Y1 PAM-ag 8, BaF3 parental -1, p47phox inh -7, CHOP inh 3, S1P4 antagonist 1, NPY-Y1 antag 2, NPY2 pot ag 3, S1P4 ag -1.8 and Ba/F3 V617F tox -6.
Screening O=C(Nc1ccc(Br)cc1)c1csc(-c2ccncc2)n1 returned NPY-Y1 PAM-ag -6, BaF3 parental 0, p47phox inh 1, CHOP inh 12, S1P4 antagonist 10, NPY-Y1 antag 7, NPY2 pot ag -15, S1P4 ag 19* and Ba/F3 V617F tox 0.
For O=c1oc2c(CN3CCOCC3)c(O)c(Cl)cc2c2c1CCCC2 the results were NPY-Y1 PAM-ag -11, BaF3 parental 0, p47phox inh -6, CHOP inh -8, S1P4 antagonist -9, NPY-Y1 antag -3, NPY2 pot ag 3, S1P4 ag 1.5 and Ba/F3 V617F tox -4.
`CCOc1cc(C2NN=C(c3ccccc3)S2)ccc1OCc1ccccc1Cl` (centres undefined) gave NPY-Y1 PAM-ag 6, BaF3 parental 6, p47phox inh -11, CHOP inh -14, S1P4 antagonist -1, NPY-Y1 antag 4, NPY2 pot ag 2, S1P4 ag -0.8 and Ba/F3 V617F tox -1.
CCCC(=O)Nc1ccc2c(c1)nc(CN1CCN(C(C)=O)CC1)n2C was read as NPY-Y1 PAM-ag -2, BaF3 parental 6, p47phox inh -10, CHOP inh 31, S1P4 antagonist -7, NPY-Y1 antag 10, NPY2 pot ag -5, S1P4 ag -0.8 and Ba/F3 V617F tox -1.
For COCCn1nnnc1CN1CCC(C)CC1 the results were NPY-Y1 PAM-ag 10, BaF3 parental 1, p47phox inh 3, CHOP inh 12, S1P4 antagonist -17, NPY-Y1 antag 1, NPY2 pot ag 15, S1P4 ag 1.1 and Ba/F3 V617F tox -3.
For CCOc1ccc(S(=O)(=O)N2CCN(c3ccccc3)CC2)c2cccnc12 the results were NPY-Y1 PAM-ag 5, BaF3 parental 4, p47phox inh -9, CHOP inh 6, S1P4 antagonist -17, NPY-Y1 antag 0, NPY2 pot ag 0, S1P4 ag 1.0 and Ba/F3 V617F tox -2.
`CCN(CC)c1ccc(-c2n[nH]c(=S)n2-c2ccccc2C)cc1` gave NPY-Y1 PAM-ag 2, BaF3 parental -2, p47phox inh -1, CHOP inh -5, S1P4 antagonist -10, NPY-Y1 antag -3, NPY2 pot ag 11, S1P4 ag 1.2 and Ba/F3 V617F tox -3.
For O=c1cc(COn2nnc3ccc(C(F)(F)F)cc32)nc2sccn12 the results were NPY-Y1 PAM-ag -12, BaF3 parental 5, p47phox inh -10, CHOP inh 16, S1P4 antagonist -22, NPY-Y1 antag -1, NPY2 pot ag -5, S1P4 ag -0.5 and Ba/F3 V617F tox -1.
`CS(=O)(=O)N1CCC(C(=O)NCc2ccc(F)cc2)CC1` gave NPY-Y1 PAM-ag -7, BaF3 parental 7, p47phox inh 0, CHOP inh 22, S1P4 antagonist 9, NPY-Y1 antag -1, NPY2 pot ag -8, S1P4 ag -0.1 and Ba/F3 V617F tox 2.
Screening CC(OC(=O)c1ccccc1N1C(=O)C2C3CCC(C3)C2C1=O)C(=O)c1ccccc1 (centres undefined) returned NPY-Y1 PAM-ag -18, BaF3 parental 5, p47phox inh -2, CHOP inh 10, S1P4 antagonist 9, NPY-Y1 antag 4, NPY2 pot ag -12, S1P4 ag -0.5 and Ba/F3 V617F tox 2.
`COCC(=O)Nc1cc([N+](=O)[O-])ccc1C` gave NPY-Y1 PAM-ag -5, BaF3 parental 5, p47phox inh -2, CHOP inh -4, S1P4 antagonist 2, NPY-Y1 antag 5, NPY2 pot ag -1, S1P4 ag -1.6 and Ba/F3 V617F tox -1.
Cc1ccc(CCCOC(=O)C[N+]2(C)CCCCC2)cc1 was read as NPY-Y1 PAM-ag 0, BaF3 parental 1, p47phox inh 2, CHOP inh -10, S1P4 antagonist 10, NPY-Y1 antag 4, NPY2 pot ag 11, S1P4 ag 2.4 and Ba/F3 V617F tox -1.
Screening C/C(CC(=O)N1CCN(C=O)CC1)=N\NC(=O)c1ccc(Cl)cc1 returned NPY-Y1 PAM-ag -11, BaF3 parental -3, p47phox inh -4, CHOP inh 10, S1P4 antagonist -9, NPY-Y1 antag 2, NPY2 pot ag -2, S1P4 ag 0.0 and Ba/F3 V617F tox 0.
Screening CCn1c(SCC(=O)NCc2ccc3c(c2)OCO3)nnc1-c1cccs1 returned NPY-Y1 PAM-ag -11, BaF3 parental 7, p47phox inh -11, CHOP inh -5, S1P4 antagonist 6, NPY-Y1 antag 6, NPY2 pot ag -14, S1P4 ag 0.2 and Ba/F3 V617F tox 1.
Screening CCCCCCNCCn1cnc2c(N)ncnc21 returned NPY-Y1 PAM-ag 18, BaF3 parental 3, p47phox inh -12, CHOP inh 7, S1P4 antagonist 8, NPY-Y1 antag -2, NPY2 pot ag -1, S1P4 ag -0.6 and Ba/F3 V617F tox 0.
CCC1(C)Cc2c(C#N)c(N)n(-c3ccccc3)c(=S)c2CO1 (centres undefined) was read as NPY-Y1 PAM-ag 15, BaF3 parental 8, p47phox inh -8, CHOP inh 18, S1P4 antagonist 7, NPY-Y1 antag 7, NPY2 pot ag -12, S1P4 ag 1.7 and Ba/F3 V617F tox 3.
`COc1ccccc1CNC(=O)C(C)NS(=O)(=O)c1ccccc1` (centres undefined) gave NPY-Y1 PAM-ag -10, BaF3 parental 9, p47phox inh -12, CHOP inh 17, S1P4 antagonist -13, NPY-Y1 antag 2, NPY2 pot ag -12, S1P4 ag -0.4 and Ba/F3 V617F tox 3.
`Cc1cc(C)c(S(=O)(=O)Nc2cccc(/C=C/C(=O)O)c2)c(C)c1` gave NPY-Y1 PAM-ag -13, BaF3 parental 5, p47phox inh -5, CHOP inh -6, S1P4 antagonist -14, NPY-Y1 antag -2, NPY2 pot ag 1, S1P4 ag -0.2 and Ba/F3 V617F tox -3.
O=C(NC1CCCC1)C(c1ccccc1)N(Cc1cccnc1)C(=O)Cc1cccs1 (centres undefined) was read as NPY-Y1 PAM-ag 5, BaF3 parental 3, p47phox inh -1, CHOP inh 2, S1P4 antagonist -5, NPY-Y1 antag 11, NPY2 pot ag -6, S1P4 ag 2.6 and Ba/F3 V617F tox -1.
`COc1cccc(C2Oc3ccccc3C3CC(c4cccs4)=NN32)c1` (centres undefined) gave NPY-Y1 PAM-ag -10, BaF3 parental -3, p47phox inh -50, CHOP inh 0, S1P4 antagonist -4, NPY2 pot ag 0, S1P4 ag 0.8 and Ba/F3 V617F tox 3.

Screening data as filed in PubChem.
